Eya2 phos inh: qHTS Assay for Inhibitors of the Phosphatase Activity of Eya2; recombinant Eya2, OMFP fluorescence dephosphorylation (OMFP is methylfluorescein phosphate); Potency, µM (series often up to 76.9 µM), for the others: top-dose activity, negative = inhibition, actives largely listed as inhibitors; 0.006% of 330,000 active; Protein phosphatase EYA2 (Homo sapiens), O00167; note: potency is the fitted concentration of half-maximal effect; % is set by controls: 0 for no effect and ±100 for the full control effect
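Eya2 protein (added as 0.2 uM solution) was preincubated with compound for 10 min at ambient temperature in 50 mM HEPES pH 7.5, 50 mM NaCl, 5 uM MgCl2, 0.05% BSA, 1 mM DTT. OMFP (added at 50 uM) then reacted 10 min; fluorescence read at 485/525 nm.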
Menin-MLL TR inh: qHTS Assay for Inhibitors Targeting the Menin-MLL Interaction in MLL Related Leukemias: Competition With Texas Red Labeled MLL-derived Mutant Peptide; Menin + Texas Red MLL mutant peptide, fluorescence polarization; Potency, µM (doses to about 61.6 µM), for inactives: at the top dose FP activity change, negative = inhibition, most hits filed as inhibitors; 0.23% of 270,000 active; AID 1768, 2009; active = well fitted inhibition curve with a large enough effect in the polarisation, with a control signal flat, not every such curve was filed as active; inconclusive = small, poorly fitted or top-dose-only effect, or effect the other way, or a change in a side signal; inactive = no such curve, though single readings can be large or run the other way; the % refers to the polarisation; note: potency is the fitted concentration of half-maximal effect; % of control where 0% means no effect; many of its hits are not listed in these tables
Target sequence (O00255 whole entry, looked up): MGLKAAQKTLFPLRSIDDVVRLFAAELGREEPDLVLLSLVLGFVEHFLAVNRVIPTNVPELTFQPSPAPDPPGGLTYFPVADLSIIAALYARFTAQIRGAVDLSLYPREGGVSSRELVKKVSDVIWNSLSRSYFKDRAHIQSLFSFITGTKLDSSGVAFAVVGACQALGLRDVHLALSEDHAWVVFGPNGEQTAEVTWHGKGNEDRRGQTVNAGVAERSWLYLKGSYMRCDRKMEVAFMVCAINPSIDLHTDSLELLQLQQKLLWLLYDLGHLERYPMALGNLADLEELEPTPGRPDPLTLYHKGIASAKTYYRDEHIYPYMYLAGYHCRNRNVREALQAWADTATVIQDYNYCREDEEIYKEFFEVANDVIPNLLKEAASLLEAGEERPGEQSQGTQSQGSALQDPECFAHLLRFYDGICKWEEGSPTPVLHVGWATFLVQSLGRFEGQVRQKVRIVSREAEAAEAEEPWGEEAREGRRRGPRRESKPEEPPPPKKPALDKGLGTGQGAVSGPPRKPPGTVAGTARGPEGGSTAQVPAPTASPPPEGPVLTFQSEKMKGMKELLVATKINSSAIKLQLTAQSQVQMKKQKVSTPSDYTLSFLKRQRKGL
PKM2 activator: qHTS Assay for Activators of Human Muscle isoform 2 Pyruvate Kinase | 0.34% of 260,000 active | purified PKM2, Kinase-Glo ATP luminescence, activation; response scale: 0% is enzyme alone, no compound | AID 1631, 2009 | Pyruvate kinase PKM (Homo sapiens), P14618 | Potency, µM (titrated, usually from 57.5 µM), for inactives: at the top dose activation, most hits filed as activators; note: potency is the fitted concentration of half-maximal effect; % is set by controls: 0 for no effect and ±100 for the full control effect; nearly all actives have a fitted effect of over 55% in size
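Kinase-Glo luminescence reports ATP generated from ADP (0.1 mM) and PEP (0.5 mM) by purified hPK-M2 after 1 h at room temperature, pH 7.2 imidazole buffer; intermediate enzyme activity allows detecting inhibitors and activators.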
S-ASM inh: Inhibitors of Secretory Acid Sphingomyelinase (S-ASM): qHTS; Potency, µM (top dose mostly 57.5 µM), without a hit: at the top dose activity change, negative = inhibition, most hits filed as inhibitors; AID 504937, 2011; Sphingomyelin phosphodiesterase (Homo sapiens), P17405; placental ASM, HMU-PC fluorogenic substrate, 60 min; 0.006% of 340,000 active; note: potency is the fitted concentration of half-maximal effect
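Fluorogenic HMU-PC substrate (9 uM final) is turned over by placental ASM in 60 min at 37 C after a 10 min compound preincubation. Reaction ended by alkaline stop (pH 10), with fluorescence read at 386/447 nm.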
MBNL1-CUG inh: qHTS Assay for Inhibitors of MBNL1-poly(CUG) RNA binding. Muscleblind-like protein 1 (Homo sapiens), Q9NR56. TR-FRET MBNL1-His/biotin-(CUG)12 binding, 665/545 ratio. Potency, µM (series often up to 57.5 µM), for inactives: top-dose activity change, negative = inhibition, actives largely listed as inhibitors. 0.036% of 280,000 active. AID 2675, 2010; active = well fitted inhibition curve with a large enough effect in the signal ratio, with a control signal flat, not every such curve was filed as active; inconclusive = small, poorly fitted or top-dose-only effect, or effect the other way, or a change in a side signal; inactive = no such curve, though single readings can be large or run the other way; the % refers to the signal ratio; note: potency is the fitted concentration of half-maximal effect; % is set by controls: 0 for no effect and ±100 for the full control effect
Target sequence (Q9NR56 whole entry, looked up): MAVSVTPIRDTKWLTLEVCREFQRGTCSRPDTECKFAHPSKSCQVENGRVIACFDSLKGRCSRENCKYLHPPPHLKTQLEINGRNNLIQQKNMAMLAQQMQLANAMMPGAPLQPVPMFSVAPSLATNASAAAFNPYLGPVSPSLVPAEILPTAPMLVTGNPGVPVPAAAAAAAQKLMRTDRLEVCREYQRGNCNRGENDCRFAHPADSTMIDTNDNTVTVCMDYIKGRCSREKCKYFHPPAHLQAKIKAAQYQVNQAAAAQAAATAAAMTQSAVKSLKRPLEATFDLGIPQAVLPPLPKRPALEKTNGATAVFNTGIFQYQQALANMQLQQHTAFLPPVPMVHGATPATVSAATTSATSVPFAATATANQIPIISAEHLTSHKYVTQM
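Compounds (final 92 nM to 58 uM) are added to His-tagged MBNL1 and biotin-(CUG)12, then terbium anti-His antibody and streptavidin-XL665 (5 nM final). After 60 min at room temperature, the 665/545 nm ratio is read.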
Mito fusion act: qHTS Assay for Small Molecule Inhibitors of Mitochondrial Division or Activators of Mitochondrial Fusion | S. cerevisiae fusion-defective mutant growth rescue, CellTiterGlo 48 h | Potency, µM (highest dose often 46.1 µM), for inactives: at the highest dose growth rescue (activation), actives largely listed as activators | 0.23% of 320,000 active;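 note: potency is the fitted concentration of half-maximal effect; % of control where 0% means no effect; nearly all actives have a fitted effect of over 45% in size; temperature-sensitive fusion mutants such as fzo1-1 at 37 °C on non-fermentable ethanol glycerol medium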
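Temperature-sensitive fusion-defective S. cerevisiae (e.g. fzo1-1, mgm1-5) were grown with compound in YPEG medium (3% ethanol, 3% glycerol) for 48 hours at 37C. Growth rescue was measured as viability by CellTiterGlo luminescence after 10 minutes at ambient.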
KCNH2 WT inh: qHTS for Inhibitors of KCHN2 3.1: Wildtype qHTS. activity change, % at 1.84 µM. AID 720551, 2013. Voltage-gated inwardly rectifying potassium channel KCNH2 (Homo sapiens), Q12809. U2OS, BacMam KCNH2, thallium flux FluxOr; hits give low values. 0.37% of 340,000 active;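 active = maximum activity change below -70%; inconclusive = maximum activity change between -70% and -50%; inactive = maximum activity change above -50%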; note: % is set by controls: 0 for no effect and ±100 for the full control effect
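U2OS cells transduced with wild-type KCNH2 virus are loaded with FluxOr dye for 45 min, and thallium flux is measured in kinetic reads before and after stimulation buffer. Rate constants are normalized to DMSO controls.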
USP2a block: qHTS Assay for Inhibitors of Ubiquitin-specific Protease USP2a Using CHOP2 as the Reporter; Ubiquitin carboxyl-terminal hydrolase 2 (Homo sapiens), O75604; USP2 core, Ub-CHOP2 coupled fluorogenic reporter, 485/531; Potency, µM (doses to about 38.3 µM), without a hit: top-dose activity change, negative = inhibition, most hits filed as inhibitors; 0.01% of 330,000 active; AID 463254, 2010;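 note: potency is the fitted concentration of half-maximal effect; plate controls were DMSO wells for no effect and full inhibition by NEM control for full effect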
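Deubiquitinase activity read as fluorescence (485/531 nm) after Ub-CHOP2 cleavage activates the enterokinase reporter on its substrate; USP2 core 10nM, Ub-CHOP2 and substrate 25nM each, 30min compound preincubation then 60min RT; data normalized to NEM, curves fitted.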
TSHR antag: Antagonists of the Thyroid Stimulating Hormone Receptor: HTS campaign; TSHR-expressing cells, TSH-stimulated cAMP HTRF, 2 h; hits give low values; AID 504810, 2011; activity change, negative = inhibition, % at 11.5 µM; Thyrotropin receptor (Homo sapiens), P16473; 0.2% of 330,000 active;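 active = activity change below a set negative limit, meaning inhibition stronger than a set level, cut at about -70% in these data; inconclusive = activity change between two set negative limits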; note: % is set by controls: 0 for no effect and ±100 for the full control effect
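Antagonism was scored as loss of TSH-driven cAMP in TSHR cells, stimulated with 4nM TSH (EC80) for 2 hours at 37 deg C and detected by homogeneous HTRF competition immunoassay.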
Chronic BCR inh: qHTS Assay to Find Inhibitors of Chronic Active B-Cell Receptor Signaling; ABC-DLBCL IkBa-CBG/CBR reporter, luminescence ratio, 4 h; Potency, µM (titrated, usually from 46.1 µM), for the others: at the top dose ratio change, negative = lower green/red ratio, most hits filed as inhibitors; 0.05% of 340,000 active; active = well fitted inhibition curve with a large enough effect in the signal ratio, with a control signal flat, not every such curve was filed as active; inconclusive = small, poorly fitted or top-dose-only effect, or effect the other way, or a change in a side signal; the % refers to the signal ratio;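 note: potency is the fitted concentration of half-maximal effect; plate controls were basal doxycycline-induced cells for no effect and cells given 10 µM MG132 for full effect; MG132 reads +100%, hits lower the ratio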
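Doxycycline induced both beetle luciferases in TMD8 lymphoma cells; IKK-driven degradation limits the IkappaBalpha-fused green signal, while red luminescence normalises for cell number and nonspecific effects. Compounds tested up to 46 uM, 4 hrs.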
GALK inh: qHTS Assay for Inhibitors of Human Galactokinase (GALK); Purified GALK, Kinase-Glo residual ATP luminescence; Potency, µM (titrated, usually from 57.5 µM), inactives show top-dose activity change, negative = inhibition, most hits filed as inhibitors; 0.007% of 270,000 active; P51570; AID 1868, 2009; note: potency is the fitted concentration of half-maximal effect; % is set by controls: 0 for no effect and ±100 for the full control effect
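Human GALK (5 nM) with 35 uM ATP and 100 uM galactose in 20 mM HEPES pH 8.0, 5 mM MgCl2, 60 mM NaCl, 1 mM DTT, 0.01% BSA. After 1 h at room temperature, leftover ATP was read by Kinase-Glo Plus luminescence.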
* marks the source's active call; other numbers are inactive results; ? = inconclusive; · = not tested or not shown; [ ] = dose if it differs, or a comment. Unless noted, calls come from the whole dose curve; as a rule, active = well fitted curve in the direction sought with a large enough effect; inconclusive = small, poorly fitted or top-dose-only effect, or another doubt; inactive = no such curve, though single readings can be large; an effect the other way counts as inactive or inconclusive. These rows are one share of the data (hit frequency here may not be typical).

SMILES | Eya2 phos inh | Menin-MLL TR inh | PKM2 activator | S-ASM inh | MBNL1-CUG inh | Mito fusion act | KCNH2 WT inh | USP2a block | TSHR antag | Chronic BCR inh | GALK inh
CC(=O)Nc1nc(NC(=O)C(Cl)(Cl)Cl)n(-c2ccccc2)n1 | 10.9% | · | 0.4% | -1.5% | · | 2.1% | -3.3 | 11.3% | 7.8 | ? | -0.4%
CCCCC(=O)N1CCN(c2nc(-c3ccc(F)cc3)cs2)CC1 | -3.8% | -17.4% | -0.8% | -0.7% | 8.0% | 0.7% | 6.1 | -1.1% | 0.2 | 1.5% | ·
O=C(Cn1cc([N+](=O)[O-])cn1)Nc1ccn(Cc2c(F)c(F)c(F)c(F)c2F)n1 | -7.6% | -0.7% | -4.7% | -2.6% | 3.2% | 0.3% | -2.4 | -1.3% | 6.9 | ? | 0.9%
Cc1ccc(/C=C2/NC(=O)[C@H](C)NC2=O)cc1 | -7.1% | 1.3% | · | 3.3% | 13.9% | -1.4% | 8.5 | -2.0% | -13.1 | 0.1% | 0.5%
COc1ccccc1N(Cc1cc2ccc(C)cc2[nH]c1=O)C(C)=O | 2.9% | -28.0% | -1.7%[11.5 µM] | 1.1% | -4.3% | 0.8% | -35.3 | -1.5% | 13.9 | -3.6% | 7.1%
COc1ccc(C(C(=O)OC(C)CN(C)C)c2ccccc2)cc1 (stereo not drawn) | -3.5% | 12.4% | -0.7% | 0.8% | 3.8% | -0.9% | 8.7 | 1.9% | 19.0 | 1.8% | 0.2%
O=C(Nc1ccc(N2CCN(C(=O)c3cccs3)CC2)cc1)c1ccccc1Cl | 2.6% | -1.1% | 3.2% | -3.0%[11.5 µM] | -9.2% | -4.8% | 6.6 | -1.8% | -10.2 | ? | 3.2%
S=c1[nH]nc(-c2cccs2)n1/N=C/c1c(Cl)cccc1Cl | 18.1% | -8.6% | 4.9% | -3.2% | -4.4% | 6.7% | -1.2 | 5.0% | -23.6 | -0.3% | -2.3%
O=C(c1cccnc1)N(Cc1ccccc1)C1(C(=O)Nc2ccccc2)CCCCC1 | -1.9% | -12.4% | -0.3% | -0.1% | -2.7% | 13.7% | -2.2 | 0.7% | -2.1 | -0.6% | 2.5%
CCO[C@H]1OC(C(=O)NCc2nc3ccccc3[nH]2)=C[C@@H](C2CC2)[C@@H]1CCCO | 14.0% | -12.3% | 0.9% | 9.1% | -10.3% | -1.6% | 2.8 | -1.8% | -6.6 | ? | -1.4%
Cc1ccc(CNC(=O)CCS(=O)(=O)c2ccc(Br)cc2)cc1 | -14.6% | -7.6% | 2.6% | -2.1% | -13.5% | 25.4% | -2.9 | 2.3% | 9.2 | 4.4% | 0.4%
CN1CCN(/C(=N\S(=O)(=O)c2ccc(F)cc2)c2ccccc2)CC1 | · | -7.5% | -1.2% | 1.4% | -6.4% | -2.3% | -0.2 | · | · | · | 4.2%
N#Cc1cccnc1Nc1ccc(Cl)cc1 | 7.9% | -22.8% | -2.6% | 2.8% | -9.0% | 3.8% | -11.1 | 4.7% | -11.3 | 17.4% | -1.5%
CC1CC(C)(C)N(C(=O)CSc2ccc(-c3ccc(F)cc3)nn2)c2ccccc21 (stereo not drawn) | -2.7% | 18.4% | -0.2% | -15.1% | 1.9% | 3.1% | -5.3 | 3.7% | 22.6 | -1.8% | -1.6%
CCn1nnc(-c2ccccc2NS(=O)(=O)c2ccc(S(=O)(=O)N(C)C3CCCCC3)cc2)n1 | -1.4% | -8.5% | -5.9% | 1.0% | 4.0% | 2.9% | -8.5 | -6.0% | -1.4 | 3.1% | 1.7%
CCCCNc1c(-c2cccc(-c3cc(C(C)=O)cs3)c2)nc2ccc(C)cn12 | -16.6% | · | · | -29.1% | · | 12.2% | 28.4 | 0.5% | -27.5 | ? | ·
Cc1ccccc1CS(=O)(=O)Cc1ccc(C(=O)NCCCN2CC(C)CC(C)C2)o1 (stereo not drawn) | -7.9% | -9.9% | 3.5% | -2.0% | -7.4% | -4.8% | 11.9 | -2.5% | 8.8 | -15.2% | 6.3%
CN1CCN(CC(=O)O)CC1 | 35.8% | 3.6% | -0.8% | 7.8% | -2.6% | 0.8% | 3.3 | -1.0% | 0.8 | -3.8% | 2.0%
CCN(CC)C(=O)Cc1c(OC)ccc2cc(Br)ccc12 | -3.2% | -4.0% | -1.4% | 3.0% | 31.6%[activator] | 3.5% | 1.9 | 7.5% | -0.6 | 2.9% | -2.4%
O=C(Nc1nnc(-c2ccccc2)o1)c1cccc(S(=O)(=O)N2CCOCC2)c1 | -3.6% | · | · | -0.7% | · | · | -11.6 | -0.7% | -7.3 | ? | ·
CC(=O)Nc1ccc(C(=O)NC2CCCC2)cc1 | 6.7% | -19.2% | 0.8% | 1.5% | -9.7% | 4.9% | 2.1 | 4.7% | · | 1.9% | -1.1%
CN(C)CCN(C(=O)c1ccc(S(=O)(=O)N(C)C)cc1)c1nc2cc3c(cc2s1)OCCO3 | 6.3% | 9.1% | 1.5% | -1.0% | -6.8% | -4.5% | · | 1.1% | -4.4 | ? | 0.7%
COC(=O)C1=C(N)N(c2ccccc2F)C2=C(C(=O)CC(C)(C)C2)C1c1ccc(OC)c(OC)c1 (stereo not drawn) | -3.5% | -8.8% | 12.3% | 7.0% | ? | -1.1% | -4.1 | 3.5% | 2.9 | 0.5% | 1.7%
O=C(c1ccncc1)N1N=C(c2ccc(Br)cc2)CC1c1ccccc1O (stereo not drawn) | -4.0% | 12.2% | 7.94µM* | -16.0% | -1.0% | ? | -9.6 | 1.5% | 10.3 | ? | 15.4%
CCOc1cccc(NC(=O)C2CC(=O)NC(=Nc3ccccc3)S2)c1 (stereo not drawn) | 9.8% | -1.6% | 3.9% | -2.7% | -7.3% | -0.5% | 4.9 | 3.6% | -8.1 | -14.2% | -1.6%

The list goes on.
SMILES | Eya2 phos inh | Menin-MLL TR inh | PKM2 activator | S-ASM inh | MBNL1-CUG inh | Mito fusion act | KCNH2 WT inh | USP2a block | TSHR antag | Chronic BCR inh | GALK inh
C=CCNC(=O)c1ccccc1NC(=O)COc1ccccc1 | -9.0% | 2.1% | 3.9% | 1.5% | -4.6% | 0.9% | -3.6 | -1.6% | 9.2 | ? | 5.4%
CN1CCN(C(=O)c2cc([N+](=O)[O-])ccc2Cl)CC1 | 1.4% | -1.2% | -0.5% | 1.8% | ? | 2.7% | 3.2 | -0.8% | -6.5 | -0.6% | -3.8%
N#Cc1ccccc1CN1C(=O)S/C(=C/c2cccn2-c2ccc(C(=O)O)cc2)C1=O | -1.0% | ? | 4.0% | 3.7% | -1.2% | -2.5% | 3.2 | -0.3% | -7.9 | -12.5% | -8.3%
COc1ccc(-c2cc(=O)oc3cc(OCC(C)=O)ccc23)cc1 | -4.2% | -3.4% | -5.6% | -0.1% | · | 24.6% | 0.2 | -0.1% | -5.1 | -2.1% | 0.3%
COc1ccc(N2CCN(CC(=O)NC(=O)NCc3ccccc3)CC2)cc1 | 9.3% | · | · | -1.4% | · | 3.2% | -4.9 | 1.2% | 0.4 | 2.4% | ·
Cc1ccc(/C(N)=N/OC(=O)c2ccc3ccccc3c2)cc1 | -2.5% | · | -2.8% | -2.6% | -2.2% | 3.8% | -18.7 | 1.1% | 36.0 | 1.3% | -6.5%
c1coc(-c2nc3nc4ccccc4n3nc2-c2ccco2)c1 | · | ? | 2.0% | -3.1% | ? | -2.5% | -9.0 | · | · | · | 3.5%

Bioassay records: PubChem, National Center for Advancing Translational Sciences (NCATS)
